# Tb PGK inh: qHTS Assay to Find Inhibitors of Phosphoglycerate Kinase; PGK/GAPDH coupled, Kinase-Glo luminescence, 60 min; Potency, µM (doses to about 57.5 µM), without a hit: at the highest dose activity change, negative = inhibition, usual class: inhibitors; 380,000 tested, 0.043% active; AID 602233, 2012; also: potency is read from the fitted curve at half-maximal effect; % is scaled to controls: 0 for no effect and ±100 for the full control effect; nearly all actives have a fitted effect of over 60% in size
#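 Luminescent ATP detection (Kinase-Glo Plus) follows a 60-minute room-temperature incubation, with wells lacking PGK as controls. Buffer: 100 mM TEA (pH 7.6), 5 mM MgCl2, 0.01% Tween-20. Coupling enzyme GAPDH (100 nM final) supplies unstable 1,3-BPG in-well.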
# BAZ2B block: qHTS Assay for Inhibitors of BAZ2B. 360,000 tested, 4.4% active. AlphaScreen BAZ2B-H3K14Ac peptide displacement. AID 504333, 2011. Potency, µM (doses to about 114 µM), for the others: at the top dose activity change, negative = inhibition, hits mostly inhibitors; also: potency is read from the fitted curve at half-maximal effect; % is scaled to controls: 0 for no effect and ±100 for the full control effect; nearly all actives have a fitted effect of over 60% in size
#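 Multi-concentration screen (max 110 uM) measuring displacement of acetylated histone H3 peptide from BAZ2B by AlphaScreen, using 50 nM protein, 50 nM peptide and 10 ug/mL streptavidin donor plus Ni-chelate acceptor beads.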
# G9a block: qHTS Assay for Inhibitors of Histone Lysine Methyltransferase G9a. Histone-lysine N-methyltransferase EHMT2 (Homo sapiens), Q96KQ7. G9a H3K9 monomethylation, AlphaScreen, 2 h. Potency, µM (top dose mostly 102 µM), inactives show at the highest dose activity, negative = inhibition, most hits filed as inhibitors. 350,000 tested, 8.8% active. AID 504332, 2011; also: potency is read from the fitted curve at half-maximal effect; % is scaled to controls: 0 for no effect and ±100 for the full control effect; nearly all actives have a fitted effect of over 75% in size
#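 Readings reflect AlphaScreen signal from monomethyl-H3K9 antibody detection. HMT at 20 nM; substrate b-H3K9 500 nM; cofactor SAM 20 uM; 2 h RT reaction; compounds tested as titrations in qHTS with 15 min preincubation.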
# GLS inhibitor: qHTS for Inhibitors of Glutaminase (GLS) | Glutaminase kidney isoform, mitochondrial (Homo sapiens), O94925 | GLS enzymatic activity, qHTS titration | Potency, µM (titrated, usually from 45.5 µM), for inactives: at the highest dose activity change, negative = inhibition, most hits filed as inhibitors | 410,000 tested, 0.21% active | AID 624170, 2012; also: potency is read from the fitted curve at half-maximal effect; % is scaled to controls: 0 for no effect and ±100 for the full control effect
#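 hKGA in 45 mM KH2PO4 (pH 8.2), 0.02% Tween-20 with compound, then 1mM L-Glutamine (stock as added) plus glutamate oxidase/HRP/Amplex red coupling mix. Fluorescence read initially and after 30 min at RT; signal change reflects glutamate formation.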
# ERG-DNA inh: qHTS for Small Molecule Inhibitors of the ERG Ets/DNA interaction; fluorescence polarization, His-ERG Ets domain / labelled DNA; Potency, µM (titrated, usually from 76.9 µM), inactives show at the highest dose FP activity, negative = inhibition, hits mostly inhibitors; 370,000 tested, 0.028% active; Transcriptional regulator ERG (Homo sapiens), P11308; active = well fitted inhibition curve with a large enough effect in the polarisation, with a control signal flat; inconclusive = small, poorly fitted or top-dose-only effect, or effect the other way, or a change in a side signal; inactive = no such curve, though single readings can be large or run the other way; the % refers to the polarisation;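 also: polarization taken with two DNA probes labelled with fluorescein and Texas red; potency is read from the fitted curve at half-maximal effect; % of control where 0% means no effect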
# Target sequence (P11308 whole entry, looked up, the tested form may be a part): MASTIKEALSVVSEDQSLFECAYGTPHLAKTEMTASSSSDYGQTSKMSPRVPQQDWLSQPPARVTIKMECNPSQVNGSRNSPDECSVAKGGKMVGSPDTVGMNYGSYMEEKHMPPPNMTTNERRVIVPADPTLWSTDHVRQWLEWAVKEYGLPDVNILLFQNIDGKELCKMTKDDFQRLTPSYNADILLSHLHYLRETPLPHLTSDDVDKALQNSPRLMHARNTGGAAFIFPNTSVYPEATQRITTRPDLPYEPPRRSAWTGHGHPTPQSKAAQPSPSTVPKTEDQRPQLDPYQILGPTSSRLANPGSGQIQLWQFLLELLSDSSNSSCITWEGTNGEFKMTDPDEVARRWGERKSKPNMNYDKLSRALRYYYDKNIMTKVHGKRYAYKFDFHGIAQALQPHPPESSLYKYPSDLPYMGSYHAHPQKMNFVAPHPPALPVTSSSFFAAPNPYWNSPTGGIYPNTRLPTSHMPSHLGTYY
#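 His-tagged ERG Ets domain (1 uM in the protein solution; 300mM KCl, 50mM Tris-HCl, 1mM EDTA, 1mM DTT, pH 7.5) received compound, then a probe mix of 5 nM fluorescein-DNA and 100nM Texas-615-DNA. Fluorescence polarization was read for both dyes.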
# PI4K2A block: qHTS for small molecular inhibitors of PI4K2A | Phosphatidylinositol 4-kinase type 2-alpha (Homo sapiens), Q9BTU6 | purified PI4K2A, ADP-Glo luminescence, 1 h; active compounds read low | activity change, negative = inhibition, % at 76.9 µM | 420,000 tested, 0.13% active; in the data active = activity change below about -50%; inconclusive = mostly about -30% to -49%;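 also: -100% = wells without enzyme as full effect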
#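 Compounds are screened against recombinant PI4K2A using PI as substrate and ATP, the latter dispensed at 300 microM. Reactions run one hour at ambient temperature before ADP-Glo detection; full inhibition defined by wells lacking enzyme.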
# Pin1 inh: qHTS Assay to Find Inhibitors of Pin1. 390,000 tested, 0.009% active. Pin1 FP peptide displacement, HiFluor488, 10 min. Potency, µM (highest dose often 115 µM), for inactives: top-dose activity, negative = inhibition, usual class: inhibitors. Peptidyl-prolyl cis-trans isomerase NIMA-interacting 1 (Homo sapiens), Q13526; active = well fitted inhibition curve with a large enough effect in the polarisation, with a control signal flat, not every such curve was filed as active; inconclusive = small, poorly fitted or top-dose-only effect, or effect the other way, or a change in a side signal; inactive = no such curve, though single readings can be large or run the other way; the % refers to the polarisation; also: potency is read from the fitted curve at half-maximal effect; % is scaled to controls: 0 for no effect and ±100 for the full control effect
# Target sequence (Q13526 whole entry, looked up): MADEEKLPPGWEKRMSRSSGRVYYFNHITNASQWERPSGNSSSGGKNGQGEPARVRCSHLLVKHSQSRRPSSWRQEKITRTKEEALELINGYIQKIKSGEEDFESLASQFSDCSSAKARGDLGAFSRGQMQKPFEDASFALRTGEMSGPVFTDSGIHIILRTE
# HP1b chromo inh: HTS for Inhibitors of HP1-beta Chromodomain Interactions with Methylated Histone Tails; Potency, µM (doses to about 114 µM), without a hit: at the top dose activity change, negative = inhibition, actives largely listed as inhibitors; 390,000 tested, 0.56% active; AlphaScreen HP1-beta / biotin-H3K9me3 peptide binding; Chromobox protein homolog 1 (Homo sapiens), P83916; also: potency is read from the fitted curve at half-maximal effect; nearly all actives have a fitted effect of over 70% in size; inactives centre near 23
# Target sequence (P83916 whole entry, looked up): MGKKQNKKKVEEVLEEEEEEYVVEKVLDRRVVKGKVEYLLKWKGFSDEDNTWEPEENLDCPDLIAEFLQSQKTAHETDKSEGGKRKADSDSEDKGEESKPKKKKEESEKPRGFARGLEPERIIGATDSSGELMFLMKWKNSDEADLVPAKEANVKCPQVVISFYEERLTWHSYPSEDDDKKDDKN
#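 AlphaScreen: HP1-beta (50 nM) preformed 30 min with biotin-H3(1-18)K9me3 peptide (50 nM) in PBS pH 7.4, 0.01% Tween-20. Compound added for 30 min at RT, then streptavidin donor/nickel chelate acceptor beads (10 ug/mL) for 30 min.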
# JMJD2A Tudor: qHTS Assay for Inhibitors of JMJD2A-Tudor Domain. Lysine-specific demethylase 4A (Homo sapiens), O75164. AlphaScreen JMJD2A-Tudor / H3K4me3 peptide binding. Potency, µM (series often up to 114 µM), inactives show at the top dose activity change, negative = inhibition, usual class: inhibitors. 390,000 tested, 4.4% active; also: potency is read from the fitted curve at half-maximal effect; % is scaled to controls: 0 for no effect and ±100 for the full control effect; nearly all actives have a fitted effect of over 50% in size
# An asterisk follows results filed as active; i = inactive; ? = inconclusive; . = not tested or not shown; [ ] = dose if it differs, or a comment. Unless noted, calls follow the shape of the dose curve; as a rule, active = well fitted curve in the direction sought with a large enough effect; inconclusive = small, poorly fitted or top-dose-only effect, or another doubt; inactive = no such curve, though single readings can be large; an effect the other way counts as inactive or inconclusive. An unsorted share of the library; any-hit rate near 11%.
SMILES,Tb PGK inh,BAZ2B block,G9a block,GLS inhibitor,ERG-DNA inh,PI4K2A block,Pin1 inh,HP1b chromo inh,JMJD2A Tudor
Cc1noc(C)c1C(=O)N1CCN(Cc2ccccc2)CC1,0%,-3%,-2%,8%,-4%,10,-7%,42%[activator],27%
O=C1C2CCCN2C(c2ccc(F)cc2)N1c1cccc(Cl)c1 (stereo unspecified),5%,6%,15%,3%,10%,-2,0%,51%[activator],-5%
O=C(NCCCN1CCCC1)C1CCC(=O)N1C1CCCCC1 (stereo unspecified),8%,-37%,-6%[0.501 µM],-13%,.,0,7%,20%,-13%
COc1ccc(NC(=O)Nc2ccccc2F)cc1Cl,-2%,-24%,-15%,-2%,-5%,-4,-1%,19%,3%
Cc1cc(F)ccc1Nc1nc2ccc(Cl)cc2n2cnnc12,.,3%,-2%[59 µM],-8%,3%,4,5%,6%,-17%
COc1ccc(-c2csc3ncnc(N4CCN(c5ccccc5O)CC4)c23)cc1,11%,-9%,.,18%,17%,-5,-3%,-3%,-30%
CSc1ccc(NC(=O)NCc2ccccc2)cc1,-1%,-2%,4%,1%,6%,-2,-1%,22%,0%
Cc1csc(NC(=O)CCC(=O)N(CC(=O)NC2CCCC2)Cc2ccccc2)n1,-3%,-18%,20%,-10%,9%,7,.,48%[activator],31%
Cc1ccc(CNn2cnnc2SCc2ccc(F)cc2)cc1,-12%,1%,-7%[59 µM],0%,1%,-3,-4%,34%,-4%
CCOC(=O)c1c(C)[nH]c(C)c1C(=O)COC(=O)c1cccc(S(=O)(=O)N(CC)CC)c1,i,?,-3%[0.501 µM],6%,3%,3,0%,-29%,?
CC(=O)Nc1ccc(CN(C)CC2CCCN(CCc3cccc(C(F)(F)F)c3)C2)cc1 (stereo unspecified),3%,-21%,.,4%,-9%,-6,0%,-1%,-14%
COc1ccc(/C(N)=N/OC(=O)CSc2ccc(C)cc2)cc1OC,-5%,77%[activator],114%[activator],-7%,2%,-3,2%,140%[activator],73%[activator]
CSCc1c(C(=O)Nc2ccc3c(c2)OCO3)oc2ccccc12,13%,?,35µM*,12%,-5%,2,4%,-13%,?
CC(NC(=O)c1cncc(Br)c1)c1ccc(S(N)(=O)=O)cc1 (stereo unspecified),11%,-1%,6%[12.7 µM],14%,-1%,0,1%,43%[activator],2%[11.4 µM]
O=C(CNC(=O)C1CCCCC1)Nc1cc(Cl)ccc1Cl,0%,2%,1%[59 µM],9%,2%,-4,-3%,24%,-12%
COc1ccc(CNS(=O)(=O)c2ccc(OC)cc2)cc1,2%,11%,13%[12.7 µM],7%,4%,3,-4%,21%,8%
CCCNCc1cc(Br)ccc1OCC(=O)NCCc1ccccc1,-2%,4%,14%[59 µM],2%,-5%,-2,15%,37%,-6%
Cc1cccn2cc(CCNS(=O)(=O)c3cccs3)nc12,0%,-2%,20%,-1%,7%,0,-1%,17%,-18%
CSc1nc(=S)n(-c2cc(C)ccc2C)c(C)c1C(C)=O,-1%,?,-4%[0.501 µM],-9%,-14%,2,7%,26%,-11%
CCc1cccc(NC(=O)C2CCN(S(=O)(=O)c3ccc4c(c3)CC(C)N4C(C)=O)CC2)c1 (stereo unspecified),-9%,-5%,.,-10%,7%,2,11%,19%,-23%
CC(=O)NC(CC(=O)NCCc1ccccc1)c1ccccc1 (stereo unspecified),i,-1%,6%,-4%,15%,-2,-2%,22%,-10%
Cn1nc(C(=O)N2CCOCC2)c2ccccc2c1=O,-7%,40%[activator],5%,-1%,-3%,2,-2%,53%[activator],-9%
COc1ccc(/C(O)=C2\C(=O)C(=O)N(CC3CCCO3)C2c2cc(OC)ccc2OC)cc1 (stereo unspecified),-7%,-39%,-48%[59 µM],3%,.,3,-8%,17%,?
Cc1ccc(-c2cc(-c3ccccc3C)[nH]n2)c(O)c1,-3%,7%,-18%[59 µM],17%,-1%,-11,3%,43%[activator],-17%
NCCNC(=O)c1c(O)c2cccc3c2n(c1=O)CCC3,-1%,?,.,-3%,12%,-6,-3%,50%[activator],-10%
COc1ccc(CCNC(=O)CCn2c(=O)[nH]c3cc(OC)c(OC)cc3c2=O)cc1OC,-1%,5%,-48%[59 µM],5%,5%,-4,1%,27%,-3%
CCc1ccccc1NC(=O)c1cn(C)c(=O)c2ccccc12,-6%,7%,10%[59 µM],9%,-14%,-2,-1%,38%[activator],-5%
COc1ccc(CCNC(=O)c2c(C)oc3nc(C)nc(N4CCOCC4)c23)cc1OC,i,8%[57.1 µM],-9%[59 µM],-4%,-2%,3,-5%,26%,-8%
O=C(Cn1cc2c(n1)CCCC2)Nc1ccccc1Br,-2%,-2%,?,11%,6%,0,-1%,25%,-5%
CN1CCN(C(=O)C2CCC(C)(C(=O)O)C2(C)C)CC1 (stereo unspecified),1%,-6%,.,13%,0%,2,-2%,10%,-11%
COc1ccccc1C1CCN(Cc2ccccc2Cl)CC1,-7%,8%,-8%,2%,3%,1,0%,31%,14%
COc1ccc(C(=O)O)cc1S(=O)(=O)N(C)CCc1ccccn1,-10%,-4%,-37%,2%,-14%,-1,-13%,12%,-2%
Cc1cc(N/N=C(/CCC(=O)O)C(=O)O)nc2ccccc12,-7%,?,3.2µM*,22%,4%,0,-2%,35%,?
CCc1cccc(CC)c1NC(=O)CSc1nnc(CCC(=O)O)c(=O)[nH]1,3%,-38%,-27%,0%,-5%,5,-2%,28%,-4%
CC1COc2ccccc2N1C(=O)c1ccc(F)cc1 (stereo unspecified),-9%,1%,13%[0.501 µM],-1%,15%,-1,-6%,11%,-13%
O=c1[nH]c(=O)n(C2CC(O)C(CO)O2)cc1Br (stereo unspecified),-3%,.,.,-1%,0%,6,-10%,-12%,79µM*
Cc1ccc(-c2cc(C(=O)NCCN3CCOCC3)no2)cc1,-2%,3%,-2%[59 µM],18%,.,-3,-1%,23%,-10%
COc1ccccc1OCC(=O)NNC(=O)C(=O)N1CCCC1,-10%,-35%,?,6%,0%,-7,-8%,12%,?
O=S(=O)(NCC(c1ccco1)S(=O)(=O)c1cccs1)c1ccccc1 (stereo unspecified),8%,-8%,?,0%,1%,4,1%,23%,-4%
CCCNC(=S)Nc1cc2oc3ccccc3c2cc1OC,i,?,-2%[0.501 µM],3%,18%,-4,-5%,22%,-28%
Cc1nnc(SCC(=O)Nc2sc3c(c2C(N)=O)CCCC3)[nH]c1=O,-7%,4%[57.1 µM],-15%,14%,0%,-2,1%,14%,-25%
COc1cccc(CNC(=O)C2CCN(Cc3cc4ccccc4n3Cc3ccc(C)cc3)CC2)c1,-9%,-21%,-35%[59 µM],-6%,-2%,2,38%[activator],38%,-25%
COc1ccccc1C(C(=O)NCc1ccccc1)N(C(=O)c1csnn1)C1CC1 (stereo unspecified),-9%,4%,3%,-2%,0%,-1,-3%,-11%,-9%
Clc1cccc(Cl)c1CNCCCSc1ncccn1,-7%,-8%,.,5%,6%,-3,-6%,45%[activator],-11%
O=C(CSCc1ccc(F)cc1)Nc1ccccc1C(=O)N1CCOCC1,i,7%,-5%[59 µM],3%,0%,-2,-7%,29%,-17%[57.1 µM]
CC(=O)n1cc([C@@H]2C=C(C(=O)NCc3ccccc3)O[C@H](OCc3ccc(CO)cc3)C2)c2ccccc21,i,-15%,.,-6%,2%,0,?,27%,-27%
CCOC(=O)N/N=C\c1ccc([N+](=O)[O-])o1,-3%,-5%[57.1 µM],42%[activator],3%,.,1,-11%,17%,-24%
CCN1CCN(C(=O)CCCn2c(C)c3cnn(-c4ccccc4)c(=O)c3c2C)CC1,4%,-2%,-27%,3%,0%,-5,0%,26%,-24%
O=C(CCC1CCCN(Cc2ccncc2)C1)NCc1ccc(F)c(F)c1 (stereo unspecified),-1%,-11%,.,6%,-7%,-1,12%,1%,-14%
CCN(C(=O)COC(=O)/C=C/c1c(C)nn(-c2ccccc2)c1C)c1c(N)n(Cc2ccccc2)c(=O)[nH]c1=O,-4%,.,.,5%,-3%,-2,10%,7%,-7%
COc1ccc(N2CCN(CCNC(=O)c3ccc(NC(=O)C4CCCO4)cc3)CC2)cc1 (stereo unspecified),-2%,-1%,?,46%[activator],-2%,-1,1%,-4%,-16%
COc1ccc(-n2ncc3c2CC(C)(C)CC3NC(=O)CN2CCOC2=O)cc1 (stereo unspecified),3%,-3%,7%[0.501 µM],14%,-16%,-14,-6%,11%,1%
